IMPase Li inh = membrane-permeable IMPase blocker, potentiated with lithium | CHO-M1 cells, IP1 TR-FRET (IP-One), carbachol + lithium | Potency, µM (highest dose often 59.4 µM), without a hit: at the highest dose activity, negative = IMPase inhibition, hits mostly inhibitors | 210,000 tested, 0.35% active | AID 1457;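 further: IP1 builds up when IMPase is blocked and the TR-FRET signal falls; potency means the concentration at half of the fitted maximal effect; plate controls were basal vehicle for no effect and high inhibitor control for full effect; nearly all actives have a fitted effect of over 50% in size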
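CHO cells stably expressing M1 receptor (2000/well, cultured 16–30 h) treated 30 min at 37C with compound plus low lithium. Cytosolic IP1 by TR-FRET (665/620 ratio and 620 channel) after 10 min lysis; AC50 by Hill fit.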
CBFb-RUNX1 inh = blocks binding between human CBF-beta and RUNX1 | 230,000 tested, under 10 active | AlphaScreen CBFb-His/RUNX1-biotin binding, biochemical | Potency, µM (doses to about 59.8 µM), inactives show at the top dose activity, negative = inhibition, usual class: inhibitors; further: % of control where 0% means no effect
Target sequence (Q01196 whole entry, looked up): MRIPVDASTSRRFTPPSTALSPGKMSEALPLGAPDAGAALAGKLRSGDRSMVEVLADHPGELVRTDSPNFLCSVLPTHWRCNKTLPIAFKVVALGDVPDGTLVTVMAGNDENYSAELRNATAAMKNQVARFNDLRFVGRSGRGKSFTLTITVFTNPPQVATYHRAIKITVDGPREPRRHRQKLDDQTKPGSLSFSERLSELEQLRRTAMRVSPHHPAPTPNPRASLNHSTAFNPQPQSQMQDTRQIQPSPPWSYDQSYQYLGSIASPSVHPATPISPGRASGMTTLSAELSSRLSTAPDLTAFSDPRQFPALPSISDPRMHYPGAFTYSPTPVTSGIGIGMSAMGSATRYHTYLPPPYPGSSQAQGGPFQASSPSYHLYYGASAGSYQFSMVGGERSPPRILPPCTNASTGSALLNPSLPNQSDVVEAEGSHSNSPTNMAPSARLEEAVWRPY
Target sequence (Q13951 whole entry, looked up): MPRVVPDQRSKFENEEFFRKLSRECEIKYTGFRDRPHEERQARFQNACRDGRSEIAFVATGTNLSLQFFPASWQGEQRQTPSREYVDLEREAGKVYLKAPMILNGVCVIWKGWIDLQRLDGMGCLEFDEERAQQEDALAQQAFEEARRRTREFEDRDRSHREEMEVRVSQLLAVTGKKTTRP
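Read-out: AlphaScreen. Format: His-CBF-beta with biotinylated RUNX1 (30 nM each) preincubated 20 min, compound 15 min, Ni-chelate plus streptavidin beads 90 min; room temperature throughout.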
NPSR antagonist = blocks cAMP signaling of the human neuropeptide S receptor; Potency, µM (top dose mostly 38.3 µM), without a hit: top-dose activity change, negative = inhibition, hits mostly inhibitors; 220,000 tested, 1% active; Q6W5P4; CHO-NPSR cells, cAMP TR-FRET, antagonist mode; further: potency means the concentration at half of the fitted maximal effect; on the % scale 0 is the no-effect control and ±100 the full control effect; nearly all actives have a fitted effect of over 50% in size; many of its hits are not listed in these tables
Target sequence (Q6W5P4 whole entry, looked up): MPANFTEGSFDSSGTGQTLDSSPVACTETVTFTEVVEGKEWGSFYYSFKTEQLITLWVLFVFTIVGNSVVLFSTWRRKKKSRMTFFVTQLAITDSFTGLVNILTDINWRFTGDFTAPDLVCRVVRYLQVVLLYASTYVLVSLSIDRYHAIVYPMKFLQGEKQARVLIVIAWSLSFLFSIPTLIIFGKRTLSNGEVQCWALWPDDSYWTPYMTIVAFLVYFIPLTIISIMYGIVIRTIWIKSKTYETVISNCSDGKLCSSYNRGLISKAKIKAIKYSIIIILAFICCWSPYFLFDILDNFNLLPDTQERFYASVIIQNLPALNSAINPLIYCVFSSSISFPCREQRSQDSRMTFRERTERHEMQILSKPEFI
HttQ103 aggreg = inhibitors of mutant huntingtin aggregate formation in PC12 cells; Potency, µM (highest dose often 46.1 µM), without a hit: top-dose activity change, negative = inhibition, hits mostly inhibitors; 220,000 tested, 1.1% active; PC12 HttQ103-GFP aggregates, Acumen cytometry, 40 h; further: potency means the concentration at half of the fitted maximal effect; on the % scale 0 is the no-effect control and ±100 the full control effect; nearly all actives have a fitted effect of over 60% in size
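Compounds (qHTS titration) were added to PC12 cells expressing an ecdysone-driven HTT exon 1 Q103–GFP fusion after induction with 100 nM tebufenozide. Aggregate formation was measured as GFP objects in cell lysates.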
Luc counter = Kinase-Glo luciferase inhibition (counter-screen). Potency, µM (titrated, usually from 38.3 µM), for inactives: at the top dose activity change, negative = inhibition, actives largely listed as inhibitors. Kinase-Glo luciferase, ATP luminescence, 8 min. 200,000 tested, 0.28% active. AID 1379. Q27757; further: potency means the concentration at half of the fitted maximal effect; on the % scale 0 is the no-effect control and ±100 the full control effect; nearly all actives have a fitted effect of over 60% in size
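Light output from Kinase-Glo luciferase with luciferin and 10 uM ATP in 50 mM imidazole pH 7.2, KCl, MgCl2, Tween 20, BSA; compound pin-delivered, 8-min ambient incubation, then luminescence read.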
LMNA splice mod = LMNA splicing modulation | Potency, µM (top dose mostly 46.1 µM), for inactives: at the top dose ratio change, negative = inhibition, most hits filed as inhibitors | HeLa LMNA splicing GFP/RFP minigene ratio, 48 h | 200,000 tested, 0.01% active; active means well fitted inhibition curve with a large enough effect in the signal ratio, with a control signal flat, not every such curve was filed as active; inconclusive means small, poorly fitted or top-dose-only effect, or effect the other way, or a change in a side signal; the % refers to the signal ratio; further: potency means the concentration at half of the fitted maximal effect; on the % scale 0 is the no-effect control and ±100 the full control effect
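S3 HeLa cells stably expressing lamin A-EGFP splicing minigene plus DsRed2, 600 cells/well, 48 h compound exposure at 37C. Laser-scanning cytometry; analysed as GFP (500-530 nm)/RFP (575-640 nm) total intensity ratio; 0.5% DMSO vehicle.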
Epigenetic reg = derepresses silenced GFP reporter in murine cells; Potency, µM (titrated, usually from 53.9 µM), without a hit: top-dose GFP activation, most hits filed as activators; AID 1865; 280,000 tested, 0.2% active; murine LDR cells, GFP reporter derepression, 30 h; further: potency means the concentration at half of the fitted maximal effect; % of control where 0% means no effect; nearly all actives have a fitted effect of over 60% in size
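Readout is the number of GFP-expressing murine LDR cells, counted by cytometry following washing. Cells were treated with compound for 30 h at 37 C; the stably integrated CMV-GFP locus is normally silent.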
* marks the source's active call; other numbers are inactive results; ? = inconclusive; . = no result given; [ ] = another dose, or the depositor's remark. Unless noted, the call rests on the fitted dose curve; in most records, active means well fitted curve in the direction sought with a large enough effect; inconclusive means small, poorly fitted or top-dose-only effect, or another doubt; inactive means no such curve, though single readings can be large; an effect the other way counts as inactive or inconclusive.

1) Cc1ccccc1OCCNC(=O)/C=C/c1ccc([N+](=O)[O-])cc1
2) Fc1ccc(NC(=S)N2N=CCC2c2ccccc2)cc1 (configuration not stated)
3) COc1cccc(CC(Cc2nc3ccccc3[nH]2)c2nc3ccccc3[nH]2)c1 (configuration not stated)
4) O=C(O)Cc1c(C(=O)O)nnn1-c1cccc(C(F)(F)F)c1
5) COc1ccc(OC)c(NC(=O)CSc2ncnc3c2cnn3-c2ccccc2Cl)c1
6) O=C(CN(C(=O)c1ccc(Cl)cc1)N1C(=O)C2CCCCC2C1=O)c1ccc(Cl)cc1 (configuration not stated)

screen / no.	1	2	3	4	5	6
IMPase Li inh	21%	-8%[38.3 µM]	2%	-4%	20%	6%[38.3 µM]
CBFb-RUNX1 inh	5%	-13%	-14%	5%	-8%	-1%
NPSR antagonist	-27%	10%[46.1 µM]	-16%	-1%	-13%[46.1 µM]	?
HttQ103 aggreg	14%	1%	?	-2%	3%	-4%
Luc counter	0%	-28%	-5%	10%	-1%	0%
LMNA splice mod	?	21%	.	.	-21%	3%
Epigenetic reg	1.5%	-2.4%	-4.3%	-1.3%	-4.0%	0.8%

7) CCCCN1C(=O)/C(=C2/Sc3ccccc3N2C)S/C1=N\c1ncn[nH]1
8) O=C(Nc1cnccn1)Nc1ccccc1Cl
9) CCOC(=O)C1C(c2cccc(Cl)c2Cl)NC(=O)NC1(O)C(F)(F)F (configuration not stated)
10) COCc1c(Br)c(C)[nH]c(=O)c1C#N
11) COc1cc(NC(=O)c2cc3nc(C)cc(C)n3n2)c(OC)cc1Cl
12) CC(C1CC1)N(Cc1ccccc1)C(=O)NC(=O)c1ccccc1 (configuration not stated)

screen / no.	7	8	9	10	11	12
IMPase Li inh	?	7%	13%[38.3 µM]	-7%	20%[38.3 µM]	-1%
CBFb-RUNX1 inh	1%	6%	6%	-1%	0%	-1%
NPSR antagonist	54%	16%	-19%[46.1 µM]	-5%[46.1 µM]	-10%[46.1 µM]	-9%
HttQ103 aggreg	-13%[9.22 µM]	-16%	7%	-3%	.	3%
Luc counter	0%	-3%	-2%	3%	2%	2%
LMNA splice mod	.	.	2%	-2%	1%	-7%[46 µM]
Epigenetic reg	2.6%	-0.3%	-5.2%	-1.1%	-1.1%	-4.0%

13) Cc1ccc(CC(=O)N2CCN(C(=O)c3ccco3)CC2)cc1
14) Cc1ccc(/C=C/c2nc3ccccc3c(=O)[nH]2)cc1
15) Cn1c(N)c(C(=O)COC(=O)COc2ccc(C#N)cc2)c(=O)n(C)c1=O
16) CCOC(=O)C1=C(C)N=C2SCCC(=O)N2C1c1ccc(C(=O)OC)cc1 (configuration not stated)
17) O=S(=O)(c1ccc(F)c(Cl)c1)N1CCCC1
18) CS(=O)(=O)N(CC(=O)Nc1ccccc1C(=O)NCc1ccco1)c1ccccc1F

screen / no.	13	14	15	16	17	18
IMPase Li inh	3%	.	.	3%[38.3 µM]	5%	4%
CBFb-RUNX1 inh	5%	6%	4%	2%	9%	-3%
NPSR antagonist	11%	-18%	-9%	-16%[46.1 µM]	-15%[46.1 µM]	1%
HttQ103 aggreg	27%	-1%[9.22 µM]	-7%[9.22 µM]	6%	23%	7%
Luc counter	-1%	.	.	0%	16%	0%
LMNA splice mod	3%[46 µM]	.	.	1%	-9%	5%[46 µM]
Epigenetic reg	-0.4%	2.1%	-1.3%	7.7%	0.9%	0.0%

19) Cc1ccc(Nc2nc(OC(C(F)(F)F)C(F)(F)F)nc(N3CCOCC3)n2)cc1
20) COc1ccc(N2CC(C(=O)OCC(=O)c3ccccc3)CC2=O)cc1 (configuration not stated)
21) CCOc1ccc(N2C(=O)CC(N)C2=O)cc1 (configuration not stated)
22) O=C(O)CNC(=O)c1nc(-c2ccccc2)n(-c2ccccc2)n1
23) COc1ccc(N2C(=NC(C)=O)SC3CS(=O)(=O)CC32)cc1OC (configuration not stated)
24) O=C(O)c1ncn(Cc2ccc(Br)cc2)c1C(=O)O

screen / no.	19	20	21	22	23	24
IMPase Li inh	19%[38.3 µM]	-11%[38.3 µM]	8%	1%	4%[38.3 µM]	0%
CBFb-RUNX1 inh	0%	1%	-2%	-1%	1%	-6%
NPSR antagonist	?	-13%[46.1 µM]	-3%[46.1 µM]	15%	11%[46.1 µM]	7%
HttQ103 aggreg	-11%	?	?	22%	18%	16%
Luc counter	-2%	0%	-2%	-1%	1%	-1%
LMNA splice mod	0%	5%	-10%	?	?	0%[46 µM]
Epigenetic reg	-1.1%	-1.0%	2.0%	1.1%	-0.7%	-0.2%

25) Cc1ccc(-c2nn3c(C)nnc3s2)cc1NC(=O)c1ccc(-c2cccc(Cl)c2)o1
26) O=c1cc(CSc2nnnn2-c2ccc(O)cc2)nc2sccn12
27) O=C(Nc1ccccn1)c1onc2c1CCCC2
28) O=C(NC1CC1)C1=C[C@H](c2c[nH]c3ccccc23)C[C@H](OCCCCO)O1
29) COc1ccc(CCNC2CC(=O)N(CCc3ccccc3)C2=O)cc1 (configuration not stated)
30) Cc1cc(=O)oc(C)c1C(=O)n1nc(C)c2c1C[C@@H]1[C@H]2C1(C)C

screen / no.	25	26	27	28	29	30
IMPase Li inh	11%[38.3 µM]	-3%	-1%	.	29%[38.3 µM]	.
CBFb-RUNX1 inh	-26%	-4%	6%	4%	-1%	4%
NPSR antagonist	-14%[46.1 µM]	15%	7%	8%	-3%[46.1 µM]	-10%[46.1 µM]
HttQ103 aggreg	?	?	3%	-18%[9.22 µM]	10%	2%
Luc counter	-3%	4%	13µM*	.	-5%	.
LMNA splice mod	-2%	.	-8%	.	-5%	-8%
Epigenetic reg	0.7%	-1.8%	4.5%	-0.9%	-4.7%	-5.3%

31) CCN(CC)C(=O)c1cccc(-c2ccc(OC)cc2)c1
32) COc1ccc(OCC(=O)OCCN(C)C)cc1
33) O=S(=O)(c1cc(C(F)(F)F)ccc1Cl)N1CCCCCC1
34) CC(C)c1ccc(C2CC(=O)c3cnc(N4CCc5ccccc5C4)nc3C2)cc1 (configuration not stated)
35) O=C(Nc1ccc2ncccc2c1)c1cc(Cl)ccc1Cl
36) N#Cc1c[nH]n2c(=O)c3c(nc12)CCCC3

screen / no.	31	32	33	34	35	36
IMPase Li inh	4%[38.3 µM]	-5%[38.3 µM]	22%[38.3 µM]	12%[38.3 µM]	28%	-7%[38.3 µM]
CBFb-RUNX1 inh	-1%	1%	3%	3%	4%	-3%
NPSR antagonist	-13%[46.1 µM]	-14%[46.1 µM]	-29%[46.1 µM]	2%[46.1 µM]	-14%	3%[46.1 µM]
HttQ103 aggreg	2%	-5%	-15%	-6%	?	-4%
Luc counter	0%	12%	-2%	-1%	1%	1%
LMNA splice mod	?	6%	15%	15%	.	6%
Epigenetic reg	-0.8%	-1.0%	6.6%	1.1%	-0.2%	0.9%

Looked up above:
CBFb-RUNX1 inh result of `O=C(Nc1ccc2ncccc2c1)c1cc(Cl)ccc1Cl` → 4%
IMPase Li inh result of `CC(C)c1ccc(C2CC(=O)c3cnc(N4CCc5ccccc5C4)nc3C2)cc1` (configuration not stated) → 12%[38.3 µM]

More results follow:
37) CC(=O)Nc1cccc(NC(=S)Nc2cccc(Cl)c2C)c1
38) O=C(Nc1ccccc1Cl)N1CCN(Cc2ccc3c(c2)OCO3)CC1
39) COc1ccc(CCNC(=O)Cc2ccc([N+](=O)[O-])cc2)cc1OC
40) CCN(CC)CCN(C(=O)c1ccc(CN2CCCCC2)o1)C(C(=O)NC1CCCCC1)c1ccc(F)cc1 (configuration not stated)
41) Cc1ccc(-c2cc(C(=O)Nc3ccc(S(=O)(=O)N4CC(C)OC(C)C4)cc3)[nH]n2)c(O)c1 (configuration not stated)
42) O=C(Nc1cc(F)cc(F)c1)c1ccc(NCCc2ccccc2)c([N+](=O)[O-])c1

screen / no.	37	38	39	40	41	42
IMPase Li inh	1%	-5%	.	2%	.	-5%
CBFb-RUNX1 inh	-11%	-3%	7%	2%	-1%	-21%
NPSR antagonist	-45%	12%	-9%	-11%	?	15%
HttQ103 aggreg	9%	18%	15%[9.22 µM]	13%[9.22 µM]	3%[9.22 µM]	-8%
Luc counter	0%	-2%	.	1%	.	-1%
LMNA splice mod	.	.	.	.	.	-4%
Epigenetic reg	-1.1%	-0.9%	1.7%	-2.2%	0.0%	-0.9%

Three compounds out of the list above, arranged by the value under IMPase Li inh, high to low:
no.	mol	IMPase Li inh
40	CCN(CC)CCN(C(=O)c1ccc(CN2CCCCC2)o1)C(C(=O)NC1CCCCC1)c1ccc(F)cc1 (configuration not stated)	2%
37	CC(=O)Nc1cccc(NC(=S)Nc2cccc(Cl)c2C)c1	1%
38	O=C(Nc1ccccc1Cl)N1CCN(Cc2ccc3c(c2)OCO3)CC1	-5%

Further records:
43) CCC(C)(C)n1nnnc1C(C(C)C)N(Cc1ccco1)Cc1cc2cc3c(cc2[nH]c1=O)OCO3 (configuration not stated)
44) O=C(CC1C(=O)NCCN1Cc1ccc(Cl)c(F)c1)NCCc1cccnc1 (configuration not stated)
45) CCN(CC)c1ncnc2sc(C(=O)N3CCN(c4ccccc4)CC3)c(C)c12
46) O=C(OCc1ccc([N+](=O)[O-])cc1)C1CC(=O)N(c2ccccc2)C1 (configuration not stated)
47) O=[N+]([O-])c1ccc(N2CCOCC2)cc1SCc1ccco1
48) CCC(=O)Nc1cccc(-c2cn3ccccc3n2)c1
49) CCN(C(=O)Cc1ccccc1OC)c1nnc(-c2ccncc2)s1
50) CSc1ccccc1NC(=S)N/N=C/c1cccn1Cc1cccc(C)c1

screen / no.	43	44	45	46	47	48	49	50
IMPase Li inh	1%[38.3 µM]	.	23%[38.3 µM]	25%[38.3 µM]	9%	3%	-6%[38.3 µM]	8%
CBFb-RUNX1 inh	-2%	13%	8%	3%	?	6%	0%	?
NPSR antagonist	?	4%	-14%[46.1 µM]	-8%[46.1 µM]	-1%	2%	-12%[46.1 µM]	-29%
HttQ103 aggreg	-19%	2%[9.22 µM]	8%	-5%	16%	-8%	21%	-9%
Luc counter	-3%	.	-4%	1%	4%	0%	-2%	1%
LMNA splice mod	28%	.	0%	-9%	?	-5%	10%	1%[46 µM]
Epigenetic reg	-2.1%	0.0%	0.0%	-1.4%	5.1%	-0.1%	-3.3%	-1.1%

High-throughput results (PubChem BioAssay)

A portion of the library (hit frequency here may not be typical).
